# DT40 TDP1 CPT: DT40-hTDP1 cell growth loss with CPT; chicken DT40 Tdp1-/-;hTDP1 cells + 20 nM CPT, ATP luminescence, 48 h; Potency, µM (titrated, usually from 46.2 µM), for the others: at the top dose activity change, negative = growth inhibition, usual class: inhibitors; 12% of 420,000 active; AID 686979; further: nearly all actives have a fitted effect of over 55% in size
#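 Chicken DT40 Tdp1-/- cells stably complemented with human TDP1 were seeded at 400 cells/well in medium containing 20 nM camptothecin, exposed to pin-transferred compounds, and grown at 37 °C for at least 48 hr. Viability was read as ATP luminescence.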
# TDP1 block: TDP1 (human) enzyme inhibition | Potency, µM (highest dose often 130 µM), inactives show at the top dose activity change, negative = inhibition, actives largely listed as inhibitors | 0.28% of 350,000 active | recombinant TDP1, AlphaScreen DNA substrate cleavage | Q9NUW8; further: nearly all actives have a fitted effect of over 40% in size
# Target sequence (Q9NUW8 whole entry, looked up): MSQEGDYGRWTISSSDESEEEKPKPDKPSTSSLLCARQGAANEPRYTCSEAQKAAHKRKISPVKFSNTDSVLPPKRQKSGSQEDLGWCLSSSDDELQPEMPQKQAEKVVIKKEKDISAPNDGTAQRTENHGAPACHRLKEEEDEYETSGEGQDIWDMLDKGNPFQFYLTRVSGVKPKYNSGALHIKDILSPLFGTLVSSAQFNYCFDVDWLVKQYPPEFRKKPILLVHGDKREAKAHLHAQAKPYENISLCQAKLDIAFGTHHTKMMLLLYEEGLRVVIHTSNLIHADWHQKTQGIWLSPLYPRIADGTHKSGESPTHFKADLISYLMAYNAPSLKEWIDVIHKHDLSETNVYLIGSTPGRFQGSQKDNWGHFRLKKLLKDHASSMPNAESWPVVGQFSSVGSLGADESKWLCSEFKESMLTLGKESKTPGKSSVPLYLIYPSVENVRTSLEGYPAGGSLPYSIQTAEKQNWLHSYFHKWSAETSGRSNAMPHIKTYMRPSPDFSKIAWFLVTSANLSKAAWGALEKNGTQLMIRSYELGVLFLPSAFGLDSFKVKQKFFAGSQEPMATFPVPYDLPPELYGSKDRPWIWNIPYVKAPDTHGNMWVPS
#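 Tdp1 1 nM final; 15 min RT w/ cpd; substrate 15 nM, 5 min; beads 10 ug/ml, 10 min; AlphaScreen read. Neg ctrl: no enzyme.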
# DT40 TDP1 no CPT: qHTS for Inhibitors of human tyrosyl-DNA phosphodiesterase 1 (TDP1): qHTS in cells in absence of CPT; AID 686978, 2013; Potency, µM (series often up to 46.2 µM), inactives show at the highest dose activity change, negative = growth inhibition, hits mostly inhibitors; 15% of 420,000 active; DT40 Tdp1-/- hTDP1 cells, no CPT, ATP luminescence, 48 h; further: nearly all actives have a fitted effect of over 55% in size
#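 A cellular qHTS used chicken DT40 cells lacking endogenous Tdp1 but carrying stably transfected human TDP1. Compounds were applied without camptothecin, and cell growth kinetics were judged by ATP-dependent luminescence after ≥48 hr.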
# Active calls of the source: *; ? = inconclusive; . = no result given; & = joins results of further samples; [ ] = another dose, or the depositor's remark. The call rests on the fitted dose curve; in most records, active means well fitted curve in the direction sought with a large enough effect; inconclusive means small, poorly fitted or top-dose-only effect, or another doubt; inactive means no such curve, though single readings can be large; an effect the other way counts as inactive or inconclusive. On the % scale 0 is the no-effect control and ±100 the full control effect; potency means the concentration at half of the fitted maximal effect. Random draw from the library, and some 18% of all compounds hit somewhere here.
compound	DT40 TDP1 CPT	TDP1 block	DT40 TDP1 no CPT
CCCCNS(=O)(=O)c1ccc(NC(=O)Cc2ccccc2[N+](=O)[O-])cc1	0%	.	-24%
S=C(Nc1ccccc1)Nc1nccs1	5.2µM*	15%&12%	3.7µM*
CCOC(=O)C1(Cc2cccc(OC)c2)CCN(Cc2csc(C(C)=O)c2)CC1	?	3%	13µM*
CC(C)OCCCN(C)C1CCN(S(=O)(=O)c2ccc(-c3cc(C(F)(F)F)no3)s2)CC1	?	0%	?
O=C(Nc1ccccc1SC(=O)c1ccccc1)c1ccccc1	3.3µM*	.	4.6µM*
COc1ccc(NC(=O)c2ccc(S(=O)(=O)C(F)F)cc2)c(OC)c1	-8%	8%	1%
COc1ccc(Nc2nn(-c3ccc(OC(F)(F)F)cc3)nc2C(C)=O)cc1	-20%	5%	-5%
Cc1ccc(CNC(=O)CCc2ccc(S(=O)(=O)NCC(C)C)cc2)cc1	-10%	0%	?
CCN(CC)S(=O)(=O)c1ccc(-c2nnc(SCC(=O)Nc3nnc(C)s3)n2CC)cc1	-20%	0%	2%
COc1cc(C(=O)N(CCCN(C)C)c2nc3c(OC)cccc3s2)cc(OC)c1OC	?	-1%	21µM*
CC(=O)Nc1ccc(OC(=O)c2cccnc2)cc1	1%	1%	-11%
C/C(=N\NC(=O)c1ccc(CN(C)S(=O)(=O)c2ccc(C)cc2)cc1)c1ccc(OC(F)F)cc1	?	3%	1.5µM*
COc1ccc(C2=CC(c3ccc(Cl)cc3)n3cnnc3N2)cc1OC (centres undefined)	?	9%	?
Cc1ccc(S(=O)(=O)N(CCO)Cc2cc3ccc(C)c(C)c3[nH]c2=O)cc1	?	7%	?
CCn1ncc(Br)c1C(=O)Nc1ccc(F)c([N+](=O)[O-])c1	-21%	1%	?
CC(Cc1ccccc1)C(=O)N(C)Cc1ccccc1 (centres undefined)	-28%	-1%&8%	-14%
O=C(Nc1ccc(Br)cn1)c1ccc([N+](=O)[O-])o1	2.1µM*	2%	5.2µM*
CCCCCCN1C(=O)CC(NC(=O)OCC2c3ccccc3-c3ccccc32)C/C=C\C1C(C)C (centres undefined)	23µM*	-1%[56.1 µM]	15µM*
O=C(NC1CCCC1)C1c2ccccc2C(=O)N1C1CCCCC1 (centres undefined)	1%	4%	-2%
CCCCNC(=O)CCCCCNS(=O)(=O)c1ccc(Br)cc1	-24%	6%	?
Cc1sc2c(c1C)c(=O)n(-c1ccc(Cl)cc1)c(=O)n2Cc1cc(=O)n2ccccc2n1	-4%&3%	6%&5%	-17%&-14%
CCC(C)NC(=O)Cn1nc(C(F)(F)F)c2c1CCC2 (centres undefined)	-6%	-1%	-14%
NC(=O)c1ccc(NC(=O)CNc2cc(S(=O)(=O)N3CCOCC3)ccc2N2CCCC2)cc1	-22%	.	?
COc1cccc(-c2nc(CS(=O)(=O)CC(=O)Nc3ccc(C)c(Cl)c3)c(C)o2)c1	-4%	5%	-15%
COC(=O)c1ccc(Nc2nc(-c3ccccc3Cl)nc3ccccc23)cc1	?	5%[12.3 µM]	16µM*
COc1ccc(N2CCN(c3ccc(NC(=O)NN)cc3)CC2)cc1	-2%	.	-27%
Cc1ccc(NC(=O)c2cccnc2)cc1C	-18%	.	-18%
COc1ccc(NC(=O)Nc2ccc3nc([C@@H]4O[C@H](CO)[C@@H](O)[C@H](O)[C@H]4O)[nH]c3c2)cc1OC1CCCC1	3%	.	-3%
Cc1cc(C)nc(SCC(=O)Nc2ncc(C(F)(F)F)cc2Cl)n1	-1%	3%	?
O=c1[nH]cnc2c1ncn2[C@H]1C[C@H](O)[C@@H](CO)O1	13µM*	0%	?
Cn1c(SCC(=O)OCc2ccccc2)nnc1-c1ccco1	-17%	6%	7%
O=C(CSc1nnc(SCC(=O)c2ccco2)s1)c1ccco1	23µM*	-1%	10µM*
Cc1c(C(N)=O)sc2ncn(CC(=O)N3CCC(C)CC3)c(=O)c12	-15%	1%	4%
COC(=O)c1ccccc1NC(=O)C1COc2ccccc2O1 (centres undefined)	2%	.	-16%
COc1ccc(-c2c[nH]c(=O)[nH]c2=O)cc1OC	12%	5%	-21%
Cc1nnc(SC(C)C(=O)NC2CCCCC2C)s1 (centres undefined)	-1%	.	-4%
COc1ccc(OC)c(NP2(=O)OCC(C)([N+](=O)[O-])CO2)c1 (centres undefined)	-14%	.	-21%
c1ccc(NC2=NCCN2CCC2CCCC2)cc1	?	.	-18%
CC(C)NC(=O)CC1(C(=O)NCc2ccc(Cl)cc2)CCCC1	-8%	.	7%
Cc1ccccc1OCCNC(=O)c1ccccc1Sc1ccccc1C#N	-21%	-2%	16µM*
OCC[C@@H]1C[C@H](O)[C@@H](O)[C@@]2(CCCO2)O1	-3%	.	3%
Cc1ccc(NS(=O)(=O)c2cc(C(=O)NCc3ccncc3)ccc2C)cc1	-1%	4%	-3%
CCOCCCNC(=O)c1ccccc1SC	-1%	5%	-6%
O=C(NCCCc1ccccc1)c1cccc(NC(=O)C2CCC2)c1	-5%	.	-13%
Cc1c(CNCc2ccc(Cl)cc2)c(C(=O)O)c(C)n1Cc1ccc(F)cc1	?	3%	?
CCCn1cc(CN2CCN(Cc3ccc(C)o3)C(CCO)C2)c(C)n1 (centres undefined)	17%	.	10%
CC(C)(C)OC(=O)N[C@H](C(=O)OC(C)(C)C)c1ccc2c(c1)OCO2	?	0%	?
COC(=O)c1sccc1NC(=S)N1CCCCC1	5%	2%	-12%
CC(=O)c1ccc(S(=O)(=O)N2CCN(CCOc3ccccc3)CC2)cc1	?	1%	?
O=C(OCC(=O)N1CCN(C(=O)COC(=O)c2ccncc2)CC1)c1ccncc1	2%	5%	-17%

# A draw from above in order of number of heavy atoms, lowest first.
compound	DT40 TDP1 CPT	TDP1 block	DT40 TDP1 no CPT
CC(C)(C)OC(=O)N[C@H](C(=O)OC(C)(C)C)c1ccc2c(c1)OCO2	?	0%	?
CCCn1cc(CN2CCN(Cc3ccc(C)o3)C(CCO)C2)c(C)n1 (centres undefined)	17%	.	10%
Cc1ccc(NS(=O)(=O)c2cc(C(=O)NCc3ccncc3)ccc2C)cc1	-1%	4%	-3%

# New compounds follow.
compound	DT40 TDP1 CPT	TDP1 block	DT40 TDP1 no CPT
O=C(c1ccc(F)cc1)C1CCN(Cc2cn[nH]c2-c2ccc(F)cc2)CC1	?	-1%	?
Cc1cccc(C)c1N1C(=O)CC(Sc2ccccc2N)C1=O (centres undefined)	?	.	?
COc1cccc(C2CC(c3ccccc3Cl)Nc3nc(N)nn32)c1 (centres undefined)	1%	9%	-10%
CC(C)[C@@H]1CN=C(N)N1C[C@@H]1CCCN1C[C@H](C)N1C[C@@H](Cc2ccccc2)N(CCc2ccc(Cl)c(Cl)c2)C1=N	?	1%	?
CCn1c(=O)cc(OCC(=O)NC2CC2)c2ccccc21	2%	1%	30%
CN(CC(=O)Nc1c(Cl)cccc1Cl)C(=O)c1cccn1C	-16%	-5%	10%
CCOc1ccc(Nc2nc(C)c(NC(=O)c3ccc(C)cc3)c(Nc3ccc(OCC)cc3)n2)cc1	1.3µM*	5%	2.6µM*
CCOc1ccc(Cl)cc1-c1cc(C(=O)Nc2ccc(F)cc2)[nH]n1	?	.	16µM*
COc1ccc(C2=Cc3ccc(OC(C)=O)cc3OC2)cc1	?	.	?
O=C(COC(=O)c1cc(Cl)cc(Cl)c1)NCc1ccco1	6%	-8%	2%
Cc1nn2c(=O)cc(COC(=O)c3ccco3)nc2s1	1%	6%	-6%
O=C(Nc1ccccc1C(=O)NCc1ccco1)c1ccco1	-1%	2%	1%
CCCCOc1ccc(C2OC34CCCCC3C(C#N)(C#N)C2(C#N)C(=N)O4)cc1 (centres undefined)	-7%	5%	-3%
COc1ccc(-n2c(Cc3cccn3C)nnc2SCC(=O)Nc2cccc(NC(C)=O)c2)cc1	1%	10%	-8%
CCN(CC)CCNC(=O)c1cc2c(=O)n(C)c3ccccc3c2n1C	?	2%	?
CCOc1ccc(C(CC(=O)O)NC(=O)CCCOc2ccc(Cl)cc2C)cc1 (centres undefined)	10%	2%	-2%
CCSCCOC(=O)C1=C(C)NC2=C(C(=O)CCC2)C1c1coc2ccccc2c1=O (centres undefined)	1%	6%	-26%
CCN1C[C@@H]2[C@@H]3C(=O)N(C)C(=O)[C@@H]3[C@](C)(C1=O)N2C(=O)c1ccccc1	-3%	.	-1%
COC(=O)c1ccccc1NC(=O)N1c2ccccc2CC1C (centres undefined)	?	-5%	?
CCc1ccc(Nc2ccc(C(N)=O)cc2[N+](=O)[O-])cc1	?	7%	23µM*
Fc1cccc(CSc2ccc3nnc(-c4ccccn4)n3n2)c1	-23%	6%	?
COc1cccc(NC(=O)CCC2CCN(C(=O)C(OC)c3ccccc3)CC2)c1 (centres undefined)	16µM*	.	21µM*
Cc1ccc(CC(=O)N2CCN(C(=O)C3CCCO3)CC2)cc1 (centres undefined)	-2%	2%	24%
COc1ccc(CC(=O)NCCC2=CCCCC2)cc1	-17%	-3%	2%
CCc1ccc(CN(C)Cc2nc(Cc3cccc(C(F)(F)F)c3)no2)nc1	-29%	.	?
O=C(O)C1=C[C@H](c2cccs2)C[C@H](OCc2ccc(CO)cc2)O1	2%	-2%	7%
CC(C)CN(C(=O)COC(=O)c1cccnc1Cl)c1c(N)n(Cc2ccccc2)c(=O)[nH]c1=O	10%	.	4%
CCOC(=O)Cn1c(C)c(Br)c(COC)c(C#N)c1=O	-5%	.	-15%
CCC1CCCCN1C(=O)CSc1nc(C)cc(C)n1 (centres undefined)	-4%	3%	2%
COc1ccc(CCNS(=O)(=O)c2ccc3oc(C(=O)O)c(C)c3c2)cc1OC	2%	4%[56.1 µM]	11%

# Individual results from the list.
# CCOC(=O)Cn1c(C)c(Br)c(COC)c(C#N)c1=O in DT40 TDP1 CPT: -5%
# O=C(O)C1=C[C@H](c2cccs2)C[C@H](OCc2ccc(CO)cc2)O1 in DT40 TDP1 CPT: 2%
# CCC1CCCCN1C(=O)CSc1nc(C)cc(C)n1 (centres undefined) in DT40 TDP1 CPT: -4%
# COc1ccc(CCNS(=O)(=O)c2ccc3oc(C(=O)O)c(C)c3c2)cc1OC in DT40 TDP1 no CPT: 11%
# CCc1ccc(CN(C)Cc2nc(Cc3cccc(C(F)(F)F)c3)no2)nc1 in DT40 TDP1 CPT: -29%
# CC(C)CN(C(=O)COC(=O)c1cccnc1Cl)c1c(N)n(Cc2ccccc2)c(=O)[nH]c1=O in DT40 TDP1 CPT: 10%

# Later entries.
compound	DT40 TDP1 CPT	TDP1 block	DT40 TDP1 no CPT
Cc1ccc(S(=O)(=O)Nc2cc(=O)[nH]c(SCc3ccccc3Cl)n2)cc1	?	8%	?
CN1C[C@H]2CON(C)[C@H]2C[C@H]1c1cccc(-c2ccc(C#N)cc2)c1	-14%	.	-2%
CC(=O)N(CN1C(=O)C2C3C=CC(C3)C2C1=O)c1cccc(Cl)c1 (centres undefined)	-2%	11%	18%
O=C(c1ccccc1)N1CCN(C(=O)c2ccc(OC(F)(F)F)cc2)CC1	-1%	1%	-22%
Cc1ccc(S(=O)(=O)N(CCc2ccccc2)c2ccc3c(c2)C2CC3CCN2C(=O)OCc2ccccc2)cc1 (centres undefined)	21µM*	.	9.2µM*
C=CCOc1ccc(C2C(C(=O)c3ccco3)=C(O)C(=O)N2c2nnc(C)s2)cc1 (centres undefined)	?	4%	?
O=C(NCCCNCCCNC(=O)c1ccc(/C=N/O)nc1)c1ccc(/C=N/O)nc1	-2%	3%	-6%
Cc1oc2c(c(C)cc3oc(=O)c(CC(=O)N[C@H](C(=O)O)C(C)C)c(C)c32)c1C	1%	.	12%
COc1ccc(CCNC(=O)C(C)n2c(=O)cc(C(F)(F)F)c3c(C)nn(C)c32)cc1OC (centres undefined)	?	2%	?
O=C(Nc1ccc(Oc2ccccc2)nc1)C1CCN(Cc2ccccc2)CC1	?	3%	-28%
COCCn1c(=O)c(C)nc2cnc(OCc3ccccc3)nc21	-5%	.	?
CCCOc1ccc(C2C(C(=O)c3cc4ccccc4o3)=C(O)C(=O)N2c2cc(C)on2)cc1 (centres undefined)	?	6%	?
CSc1ccc(CN(C)CCc2ccccn2)cc1	-8%	.	?
CCCCCc1ccc(OCCCC[n+]2ccc(C)cc2)c(CCCCC)c1	1µM*	-1%	0.46µM*
C[C@@H]1CN([C@@H](C)CO)C(=O)CCCn2nncc2CO[C@H]1CN(C)C(=O)Nc1ccc(-c2cccs2)cc1	-20%	.	-23%
CCOC(=O)c1cnc2c(C)cccc2c1NCCCN1CCOCC1	-14%	.	?
CC(=O)c1cccc(NC(=O)Cn2nc(C(F)(F)F)c3c2CCC3)c1	?	2%	-21%
O=c1[nH]nc(-c2ccc(F)cc2)cc1Cc1ccccc1	-16%	5%	-24%
